BAZ2B block: qHTS Assay for Inhibitors of BAZ2B | Bromodomain adjacent to zinc finger domain protein 2B (Homo sapiens), Q9UIF8 | AlphaScreen BAZ2B-H3K14Ac peptide displacement | Potency, µM (series often up to 114 µM), for the others: top-dose activity change, negative = inhibition, usual class: inhibitors | actives 4.4% (n = 360,000); note: potency is the fitted concentration of half-maximal effect; % is set by controls: 0 for no effect and ±100 for the full control effect; nearly all actives have a fitted effect of over 60% in size
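AlphaScreen displacement: compounds (up to 110uM) incubated 30 min at room temperature with a preformed 50 nM BAZ2B/50 nM biotinylated H3K14Ac peptide complex in PBS pH 7.4 with Tween-20. Donor and acceptor beads at 10 ug/mL final added, 20 min light-protected before reading.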
Pol eta inh: qHTS for Inhibitors of Polymerase Eta; actives 1.2% (n = 390,000); recombinant Pol eta, fluorescent DNA replication assay; Potency, µM (doses to about 114 µM), without a hit: at the highest dose activity change, negative = inhibition, actives largely listed as inhibitors; DNA polymerase eta (Homo sapiens), Q9Y253; note: potency is the fitted concentration of half-maximal effect; % is set by controls: 0 for no effect and ±100 for the full control effect
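Pol eta (10 nM) was preincubated with compounds for 15 min at room temperature, after which fluorescent replication substrate (50 nM final) was added to start the reaction. Fluorescence was read kinetically at 0 and 10 min.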
JMJD2A Tudor: qHTS Assay for Inhibitors of JMJD2A-Tudor Domain; Lysine-specific demethylase 4A (Homo sapiens), O75164; AlphaScreen JMJD2A-Tudor / H3K4me3 peptide binding; Potency, µM (titrated, usually from 114 µM), inactives show top-dose activity change, negative = inhibition, usual class: inhibitors; actives 4.4% (n = 390,000); AID 504339, 2011; note: potency is the fitted concentration of half-maximal effect; % is set by controls: 0 for no effect and ±100 for the full control effect; nearly all actives have a fitted effect of over 50% in size
GLS inhibitor: qHTS for Inhibitors of Glutaminase (GLS); Glutaminase kidney isoform, mitochondrial (Homo sapiens), O94925; GLS enzymatic activity, qHTS titration; Potency, µM (highest dose often 45.5 µM), without a hit: at the highest dose activity change, negative = inhibition, actives largely listed as inhibitors; actives 0.21% (n = 410,000); AID 624170, 2012; note: potency is the fitted concentration of half-maximal effect; % is set by controls: 0 for no effect and ±100 for the full control effect
Target sequence (O94925 whole entry, looked up, canonical isoform): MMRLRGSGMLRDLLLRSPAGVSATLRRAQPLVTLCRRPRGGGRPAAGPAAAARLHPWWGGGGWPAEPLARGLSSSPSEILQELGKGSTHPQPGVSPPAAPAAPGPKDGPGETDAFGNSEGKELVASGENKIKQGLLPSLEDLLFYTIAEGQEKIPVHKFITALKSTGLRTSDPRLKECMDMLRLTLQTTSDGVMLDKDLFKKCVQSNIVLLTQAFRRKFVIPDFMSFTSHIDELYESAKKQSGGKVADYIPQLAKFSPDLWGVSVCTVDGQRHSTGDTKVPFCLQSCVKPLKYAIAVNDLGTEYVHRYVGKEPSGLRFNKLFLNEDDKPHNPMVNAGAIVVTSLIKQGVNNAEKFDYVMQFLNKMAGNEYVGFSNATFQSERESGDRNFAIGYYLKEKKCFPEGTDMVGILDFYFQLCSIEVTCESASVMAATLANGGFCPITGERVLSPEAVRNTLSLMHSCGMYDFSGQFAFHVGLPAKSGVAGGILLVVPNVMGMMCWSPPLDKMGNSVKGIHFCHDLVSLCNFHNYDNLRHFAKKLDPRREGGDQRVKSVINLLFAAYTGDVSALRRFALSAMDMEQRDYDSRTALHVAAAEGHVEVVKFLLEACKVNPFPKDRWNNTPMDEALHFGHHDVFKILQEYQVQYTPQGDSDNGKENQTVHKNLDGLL
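Compounds were pin-transferred onto hKGA, after which L-glutamine (1 mM solution) and a detection mix of glutamate oxidase, HRP and Amplex Red were added. Initial and 30 min RT fluorescence reads were collected.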
HP1b binding inh: HTS for Inhibitors of HP1-beta Chromodomain Interactions with Methylated Histone Tails. AlphaScreen HP1-beta / biotin-H3K9me3 peptide binding. AID 540317, 2011. actives 0.56% (n = 390,000). Potency, µM (doses to about 114 µM), without a hit: at the highest dose activity change, negative = inhibition, usual class: inhibitors; note: potency is the fitted concentration of half-maximal effect; nearly all actives have a fitted effect of over 70% in size; inactives centre near 23
Target sequence (P83916 whole entry, looked up): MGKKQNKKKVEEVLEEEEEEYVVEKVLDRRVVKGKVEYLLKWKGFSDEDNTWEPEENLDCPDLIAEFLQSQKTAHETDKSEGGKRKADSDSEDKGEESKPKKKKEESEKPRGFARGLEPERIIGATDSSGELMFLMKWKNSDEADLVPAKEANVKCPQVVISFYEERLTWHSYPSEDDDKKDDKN
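HP1-beta protein (50 nM final) preincubated 30 min at room temperature with biotinylated H3(1-18)K9me3 peptide (50 nM) in PBS pH 7.4, 0.01% Tween-20, then compound added for 30 min. AlphaScreen streptavidin donor/nickel chelate acceptor beads (10 ug/mL final), 30 min dark, luminescence read.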
Pin1 inh: qHTS Assay to Find Inhibitors of Pin1. Peptidyl-prolyl cis-trans isomerase NIMA-interacting 1 (Homo sapiens), Q13526. actives 0.009% (n = 390,000). Pin1 FP peptide displacement, HiFluor488, 10 min. Potency, µM (highest dose often 115 µM), inactives show top-dose activity, negative = inhibition, hits mostly inhibitors; active = well fitted inhibition curve with a large enough effect in the polarisation, with a control signal flat, not every such curve was filed as active; inconclusive = small, poorly fitted or top-dose-only effect, or effect the other way, or a change in a side signal; inactive = no such curve, though single readings can be large or run the other way; the % refers to the polarisation; note: potency is the fitted concentration of half-maximal effect; % is set by controls: 0 for no effect and ±100 for the full control effect
Target sequence (Q13526 whole entry, looked up): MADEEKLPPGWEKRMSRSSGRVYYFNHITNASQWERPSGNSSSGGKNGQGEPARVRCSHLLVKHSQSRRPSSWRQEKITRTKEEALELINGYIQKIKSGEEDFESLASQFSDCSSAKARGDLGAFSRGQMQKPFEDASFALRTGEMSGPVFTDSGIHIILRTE
G9a block: qHTS Assay for Inhibitors of Histone Lysine Methyltransferase G9a; Histone-lysine N-methyltransferase EHMT2 (Homo sapiens), Q96KQ7; G9a H3K9 monomethylation, AlphaScreen, 2 h; Potency, µM (highest dose often 102 µM), for inactives: at the highest dose activity, negative = inhibition, usual class: inhibitors; actives 8.8% (n = 350,000); note: potency is the fitted concentration of half-maximal effect; % is set by controls: 0 for no effect and ±100 for the full control effect; nearly all actives have a fitted effect of over 75% in size
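G9a (20 nM) was preincubated 15 min with compound, then reacted 2 h at room temperature with 500 nM biotin-H3K9 peptide and 20 µM SAM. Monomethyl-H3K9 detected by AlphaScreen using anti-H3K9me1 antibody.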
Tb PGK inh: qHTS Assay to Find Inhibitors of Phosphoglycerate Kinase; AID 602233, 2012; Potency, µM (series often up to 57.5 µM), for inactives: at the highest dose activity change, negative = inhibition, most hits filed as inhibitors; actives 0.043% (n = 380,000); Phosphoglycerate kinase, glycosomal (Trypanosoma brucei brucei), P07378; PGK/GAPDH coupled, Kinase-Glo luminescence, 60 min; note: potency is the fitted concentration of half-maximal effect; % is set by controls: 0 for no effect and ±100 for the full control effect; nearly all actives have a fitted effect of over 60% in size
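Luminescent ATP detection (Kinase-Glo Plus) follows a 60-minute room-temperature incubation, with wells lacking PGK as controls. Buffer: 100 mM TEA (pH 7.6), 5 mM MgCl2, 0.01% Tween-20. Coupling enzyme GAPDH (100 nM final) supplies unstable 1,3-BPG in-well.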
PI4K2A inh: qHTS for small molecular inhibitors of PI4K2A | purified PI4K2A, ADP-Glo luminescence, 1 h; active compounds read low | activity change, negative = inhibition, % at 76.9 µM | actives 0.13% (n = 420,000) | AID 1346378, 2018; in the data active = activity change below about -50%; inconclusive = mostly about -30% to -49%;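 note: -100% = wells without enzyme as full effect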
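PI4K2A activity was measured by ADP-Glo luminescence: enzyme (4 ug/mL stock) and phosphatidylinositol (1.2 mM stock) in Tris pH 7.5/MgCl2/EGTA/Triton X-100 buffer were reacted with ATP (300 microM stock) for one hour at ambient temperature.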
* marks the source's active call; other numbers are inactive results; i = inactive; ? = inconclusive; nt = not tested or not shown; & = joins results of further samples; [ ] = another dose, or the depositor's remark. Unless noted, calls come from the whole dose curve; as a rule, active = well fitted curve in the direction sought with a large enough effect; inconclusive = small, poorly fitted or top-dose-only effect, or another doubt; inactive = no such curve, though single readings can be large; an effect the other way counts as inactive or inconclusive. A portion of the library (hit frequency here may not be typical).

| compound | BAZ2B block | Pol eta inh | JMJD2A Tudor | GLS inhibitor | HP1b binding inh | Pin1 inh | G9a block | Tb PGK inh | PI4K2A inh |
| --- | --- | --- | --- | --- | --- | --- | --- | --- | --- |
| COCCCn1c(SCC(=O)Nc2ccc3c(c2)OCCO3)nnc1-c1ccoc1C | -9% | -4% | -1% | 8% | 15% | -6% | -39% | 3% | 8 |
| Cn1c(=O)oc2cc(S(=O)(=O)CCC(=O)Nc3ccccc3)ccc21 | -2% | -24% | -7% | 6% | 17% | -8% | 41% | -2% | -6 |
| OC1CCCN(C(=S)NCc2ccccc2)C1 (stereo not given) | -31% | -17% | -7%[57.1 µM] | 0% | 47%[activator] | 1% | -16% | 7% | 0 |
| CCCOc1cccc(C(=O)NCCNC(=O)c2ccc(C)nc2)c1 | 0% | -18% | -13% | 3% | -5% | -7% | 19% | -8% | -3 |
| CC(=O)NC(CC(C)C)C(=O)NC(CO)C(=O)NC(CCC(=O)O)C(=O)NC(C)C(=O)NC(CC(C)C)C(N)=O (stereo not given) | nt | -3% | -11% | 3% | 0% | -2% | nt | -6% | -3 |
| CCN(CC(=O)NCc1ccc(Cl)cc1)C(=O)/C=C/c1cc(OC)c(OC)c(OC)c1 | 4% | -22% | -3% | -1% | 10% | -4% | -4% | 3% | -4 |
| COCCCNc1nc2nonc2nc1N1CCN(C2CCCC2)CC1 | -28% | -20% | -2% | 2% | 29% | -11% | -22% | 7% | 1 |
| CCCCOC(=O)C1CCC[C@@H](C)N1 (stereo not given in full) | 2% | -15% | -6% | 2% | 31% | -11% | 12%[2.33 µM] | 0% | -6 |
| CCC1(CC)NC(=O)N(CC(=O)NC(=O)NCc2ccccc2)C1=O | 5% | -11% | -10% | 12% | ? | -7% | 32µM* | i | -1 |
| COc1cccc(-n2c(=O)c3c(C)c(C)sc3n(Cc3ccccc3C#N)c2=O)c1 | -1% | -1% | -18% | -4% | 5% | -1% | 10%[59 µM] | -3% | -2 |
| CCc1cc(=O)[nH]c(SCc2cccnc2)n1 | 4% | 2% | -15% | -3% | 12%[57 µM] | -3% | 21% | -2% | 1 |
| O=C(Nc1ccn(Cc2cccc3ccccc23)n1)c1cccnc1 | -22% | 0% | -19% | 7% | 30% | 4% | 39%[12.7 µM] | -3% | -1 |
| Nc1nnc(SCc2nnc(-c3ccccc3)o2)s1 | -12% | -12% | -13% | -2% | 39% | 1% | 4% | i | -4 |
| O=C(CN1CCN(S(=O)(=O)c2ccc(Br)s2)CC1)N1CCCCC1 | 22% | -15% | -9% | -4% | 47% | 3% | -10%[2.33 µM] | -7% | -3 |
| CCN(CC)CCCNC(=O)c1ccc2nc(CCc3ccccc3)oc2c1 | 3% | -15% | -11% | -10% | 20%[57 µM] | -5% | -15%[59 µM] | -7% | 3 |
| COc1cc2[nH]c(=O)n3nc(-c4ccccc4)nc3c2cc1OC | 11% | 5% | -8% | -4% | 18% | 1% | ? | -6% | 4 |
| O=C(OCC(=O)c1ccc[nH]1)C1=COCCO1 | ? | -16% | -34% | -7% | 36% | ? | 22%[12.7 µM] | -3% | -13 |
| O=C1CSC(c2ccc([N+](=O)[O-])cc2)N1c1ccccc1F (stereo not given) | -4% | -14% | -16% | -1% | 24% | 0% | -2% | 8% | 1 |
| O=C1CC(NCc2ccncc2)C(=O)N1c1ccc(Cl)cc1 (stereo not given) | -2% | -14% | ? | -5% | 26% | 5% | ? | -5% | 0 |
| O=C(c1cc(-c2ccccc2O)on1)N1CCCCCC1 | -2% | -6% | 0% | 15% | 13% | 3% | 15% | 6% | 7 |
| COc1ccc2occ(CC(=O)Nc3ccc(S(=O)(=O)Nc4nccc(C)n4)cc3)c2c1 | -8% | 79µM* | -25% | 6% | 15% | 30% | ? | -2% | -3 |
| COc1ccc(-c2cccc(NS(=O)(=O)c3ccc([N+](=O)[O-])cc3)c2)nn1 | -12% | 3% | -26% | 8% | 0% | -3% | ? | 2% | 2 |
| Cc1cccc(NC(=S)NCc2cccs2)c1C | -24% | -14% | -18% | -7% | 21% | 2% | 1% | -6% | -11 |
| Cc1ccc(CNS(=O)(=O)c2ccc3c(c2)n(C)c(=O)n3C)cc1 | 3% | -10% | 1% | -1% | 36%[activator] | 0% | 38% | i | 0 |
| CCn1c(SCC(=O)Nc2cc(C)c(Cl)cc2OC)nnc1-c1ccco1 | -32% | -17% | -23% | 0% | 10% | 4% | -7%[59 µM] | nt | -3 |

Marked active in Pol eta inh (from the list above):
| compound | BAZ2B block | Pol eta inh | JMJD2A Tudor | GLS inhibitor | HP1b binding inh | Pin1 inh | G9a block | Tb PGK inh | PI4K2A inh |
| --- | --- | --- | --- | --- | --- | --- | --- | --- | --- |
| COc1ccc2occ(CC(=O)Nc3ccc(S(=O)(=O)Nc4nccc(C)n4)cc3)c2c1 | -8% | 79µM* | -25% | 6% | 15% | 30% | ? | -2% | -3 |

The listing picks up with the 2 entries that preceded the break.
| compound | BAZ2B block | Pol eta inh | JMJD2A Tudor | GLS inhibitor | HP1b binding inh | Pin1 inh | G9a block | Tb PGK inh | PI4K2A inh |
| --- | --- | --- | --- | --- | --- | --- | --- | --- | --- |
| Cc1ccc(CNS(=O)(=O)c2ccc3c(c2)n(C)c(=O)n3C)cc1 | 3% | -10% | 1% | -1% | 36%[activator] | 0% | 38% | i | 0 |
| CCn1c(SCC(=O)Nc2cc(C)c(Cl)cc2OC)nnc1-c1ccco1 | -32% | -17% | -23% | 0% | 10% | 4% | -7%[59 µM] | nt | -3 |
| O=C(NC1CCCCCC1)C1c2ccccc2C(=O)N1C1CC1 (stereo not given) | -3% | -10% | -5% | 0% | 6% | -1% | 8.9µM* | -7% | -2 |
| CSc1ccccc1C(=O)NCCCOC(C)C | -2% | -7% | -10% | 3% | 5% | -2% | 7%[59 µM] | -5% | -1 |
| CCCCCn1cc2c(c1-c1ccc(Br)cc1)c(=O)n(C)c(=O)n2C | -11% | -12% | -12% | -4% | 43% | -5% | -3%[59 µM] | -9% | -1 |
| Cc1noc(C)c1C(=O)N1CCC(CO)(Cc2ccccc2)CC1 | 4% | -11% | -9% | 8% | 32% | 0% | 6% | 3% | 0 |
| Fc1cccc(Cl)c1Cn1nnc(-c2ccc(N3CCOCC3)cc2)n1 | -6% | -11% | -26% | 10% | 62%[activator] | -1% | -4% | -6% | 1 |
| Cc1c(NC(=O)c2n[nH]c(=O)c3ccccc23)c(=O)n(-c2ccccc2)n1C | 8% | 6% | -9% | 0% | ? | -2% | 5% | -1% | -1 |
| O=C(CC12CC3CC(CC(C3)C1)C2)NC(Cc1ccccc1)C(=O)O (stereo not given) | -13% | -2% | -4% | 7% | 3% | 4% | -29% | 1% | -5 |
| O=C(Cc1ccc(Br)cc1)NC1CCSC1=O (stereo not given) | -4% | -5% | -15% | 11% | 20% | -9% | 28%[59 µM] | i | 3 |
| O=C(NC1CCSC1=O)c1cccc(C(=O)NC2CCSC2=O)c1 (stereo not given) | ? | ? | ? | -4% | 28% | 7% | -2%[59 µM] | -21% | -8 |
| CCN1C(=O)[C@H]2[C@@H](c3ccc(-c4ccc(F)cc4)cc3)N[C@@](Cc3ccccc3)(C(=O)OC)[C@H]2C1=O | -3% | -11% | -20% | 1% | 36% | ? | 15%[2.33 µM] | -4% | 1 |
| COc1ccc(OCc2ccc(-c3nc(C#N)c(NCc4ccccc4)o3)o2)cc1 | ? | -12% | ? | 9% | -20% | -1% | ? | -6% | -3 |
| CC(=O)N/C(=C/c1ccc2c(c1)OCO2)C(=O)Nc1ccccc1 | 14% | -19% | -6% | 1% | 37% | 3% | -5%[59 µM] | -11% | -1 |
| Cc1ccc2c(c1)N(C(C)C(=O)NCCc1ccccc1)C(=O)CO2 (stereo not given) | 4% | -18% | -7% | -15% | 27% | 2% | -5% | 5% | -2 |
| COc1ccc(NS(=O)(=O)c2ccc(Cl)c(C(=O)O)c2)cc1S(=O)(=O)N1CCCCC1 | -18% | -13% | -14% | 5% | 26% | -8% | -29% | -6% | 4 |
| C1CCN(C2CCN(c3nc4nonc4nc3N3CCSCC3)CC2)C1 | -1% | -24% | 0% | -11% | 35% | 2% | ? | 3% | 1 |
| COc1ccc(C(=O)Oc2ccc(C(c3c(C)[nH][nH]c3=O)c3c(C)[nH][nH]c3=O)cc2OC)cc1 | ? | -1% | ? | 3% | 15% | 26% | -32%[59 µM] | 5% | -11 |
| CC(=O)Nc1ccc(NC(=O)C(C)Sc2nnc(-c3cccs3)o2)cc1 (stereo not given) | -1% | -15% | -22% | 0% | 28% | 2% | nt | -6% | 4 |
| CC(=O)N1CCCc2ccc(NS(=O)(=O)c3ccc(C)c(C)c3)cc21 | -7% | 9%&-6% | -8%&-15% | 6%&4% | 49%&5%[activator] | -1%&-4% | -4% | 5%&-4% | 5&3 |
| CCc1c(C)sc2c1CCN(Cc1ccc(F)cc1)C2c1ccccc1 (stereo not given) | -33% | -18% | ? | -7% | 2% | ? | ? | -6% | 0 |
| O=C(N/N=C/c1ccncc1)c1cc2ccccc2cc1O | -30% | -14% | -33% | ? | 27% | -2% | ? | i | -3 |
